Rpn11 inh: blocks the human proteasome subunit Rpn11 | O00487 | human 26S proteasome, Ub4-pepOG fluorescence polarization; 20S core pre-blocked with epoxomicin | calls only at 20 µM | hit rate 0.59% among 360,000 | AID 588493;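 active means inhibition at 20 µM, scaled to each plate's controls, above about 33%, limit read from the data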
Target sequence (O00487 whole entry, looked up): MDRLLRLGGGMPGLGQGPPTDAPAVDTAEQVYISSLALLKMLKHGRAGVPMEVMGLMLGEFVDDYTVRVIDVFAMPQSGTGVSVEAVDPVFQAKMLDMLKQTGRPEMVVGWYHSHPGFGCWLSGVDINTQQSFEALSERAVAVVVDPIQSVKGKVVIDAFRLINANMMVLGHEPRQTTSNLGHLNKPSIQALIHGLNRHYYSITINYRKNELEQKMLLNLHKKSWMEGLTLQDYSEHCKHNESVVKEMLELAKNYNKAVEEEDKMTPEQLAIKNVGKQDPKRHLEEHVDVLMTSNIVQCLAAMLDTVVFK
MsrA inh: inhibitors of bovine MsrA | purified bovine MsrA, absorbance read-out | inhibition, % at 15.5 µM | hit rate 0.75% among 360,000; in the data active means inhibition above about 4.5%;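 further: 0% = vehicle wells with enzyme and 100% = reference inhibitor wells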
CSN inh: inhibitors of human CSN-mediated cullin deneddylation; inhibition, % at 12.5 µM; AID 651999; Q92905; Purified CSN, SCF-Nedd8-OG deneddylation, fluorescence polarization; hit rate 0.38% among 360,000;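 active means pattern-corrected inhibition above about 35%, with an unprinted fluorescence ratio check between 0.5 and 1.5, limit read from the data, passing the limit was not always enough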;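 further: 0% = enzyme with substrate and 100% = substrate without enzyme; some results filed as inactive read as strong as hits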
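Assay system: purified human Csn5 enzyme expressed in HEK293T cells; measure: % inhibition; also added: SCFSkp2-Nedd8OG substrate at 10 nM final; technique: fluorescence polarization; times: reaction 90 min, room temperature; medium: Tris buffer pH 7.5, NaCl, DTT, Tween-20, trehalose, ovalbumin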
bovine MsrA act: activators of bovine methionine sulfoxide reductase A | purified bovine MsrA, absorbance read-out | activation, % at 10.6 µM | hit rate 0.3% among 360,000 | AID 602163; in the data active means activation above about 7.5%;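 further: 0% = vehicle and 100% = reference activator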
PABP1 MLLE inh: blocks PAM2 peptide binding to the PABP1 MLLE domain. P11940. GST-MLLE / FITC-PAM2 fluorescence polarization. inhibition, % at 20 µM. hit rate 0.36% among 360,000. AID 588489; in the data active means inhibition above about 35%, passing the limit was not always enough;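 further: plate controls were DMSO wells with GST-MLLE for no effect and wells lacking GST-MLLE protein for full effect; some results filed as inactive read as strong as hits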
Target sequence (P11940 whole entry, looked up, the tested form may be a part): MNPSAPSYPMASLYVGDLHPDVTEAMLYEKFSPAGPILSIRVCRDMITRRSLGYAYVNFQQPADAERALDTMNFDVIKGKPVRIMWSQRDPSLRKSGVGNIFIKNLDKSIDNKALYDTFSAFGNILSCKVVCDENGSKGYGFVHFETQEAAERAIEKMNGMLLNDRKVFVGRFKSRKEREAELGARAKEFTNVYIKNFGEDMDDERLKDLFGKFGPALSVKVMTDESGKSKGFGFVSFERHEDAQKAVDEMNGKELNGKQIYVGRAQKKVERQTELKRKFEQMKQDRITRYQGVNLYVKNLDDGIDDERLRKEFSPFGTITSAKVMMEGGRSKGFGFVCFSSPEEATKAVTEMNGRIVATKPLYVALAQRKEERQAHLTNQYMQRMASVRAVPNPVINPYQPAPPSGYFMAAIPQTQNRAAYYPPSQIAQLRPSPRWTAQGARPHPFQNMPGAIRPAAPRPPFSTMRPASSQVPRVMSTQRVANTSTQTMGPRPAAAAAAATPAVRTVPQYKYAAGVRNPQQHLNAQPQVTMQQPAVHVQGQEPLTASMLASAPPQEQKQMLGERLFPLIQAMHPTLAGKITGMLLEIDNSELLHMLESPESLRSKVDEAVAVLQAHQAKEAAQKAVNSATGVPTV
eLon inh: E. coli protease La inhibition. purified E. coli Lon protease, fluorescence polarization. P0A9M0. hit rate 0.42% among 360,000. inhibition, % at 7.94 µM; in the data active means inhibition above about 13%, passing the limit was not always enough;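 further: 0% = enzyme with probe and DMSO and 100% = no enzyme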
Rin1 Abl inh: human Rin1-Abl interaction inhibition; inhibition, % at 7.35 µM; P00519+Q13671; AID 588664; TR-FRET Rin1/Abl binding, biochemical; hit rate 0.4% among 360,000; in the data active means inhibition above about 5%, passing the limit was not always enough
MT1-MMP act inh: inhibitors of human MT1-MMP activation. AID 651647. P50281. GFP/RFP ratio change, % at 20 µM. hit rate 0.061% among 360,000. HT1080 RFP-PRO-GFP cells, GFP/RFP ratio fluorescence, overnight; percent of plate control window, DMSO zero;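 active means GFP/RFP ratio change of at least 30% with cell ATP level not reduced by more than half and red fluorescence within 50% of control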; further: strong numbers were not always called active
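Assay system: RFP-PRO-GFP reporter HT1080 cells; read-out basis: GFP/RFP fluorescence ratio; benchmarks: DMSO wells and RFP-L50D-GFP cells; doses: 20 µM single dose, 1% DMSO; schedule: overnight cell settling, then overnight compound exposure, 37 °C, 5% CO2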
FAS-TE inh: blocks the thioesterase domain of human fatty acid synthase; AID 602261; hit rate 0.67% among 360,000; inhibition, % at 15 µM; recombinant FAS-TE, OMFH fluorogenic substrate, fluorescence endpoint;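 active means compounds whose normalised, plate-corrected inhibition of enzyme fluorescence in the single-dose primary screen is 50% or more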;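 further: 0% = DMSO with enzyme and 100% = substrate without enzyme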
Active calls of the source: *; i = inactive; + = active, no number.

Structure	Rpn11 inh	MsrA inh	CSN inh	bovine MsrA act	PABP1 MLLE inh	eLon inh	Rin1 Abl inh	MT1-MMP act inh	FAS-TE inh
Cc1ccccc1C(=O)N1CCC(C(=O)NN2C(=O)NC3(CCCCC3)C2=O)CC1	i	0.1	-6	-11	-2	-1	1	1	-4
COc1ccc(CCCc2nnc(SCc3nc4ccccc4c(=O)[nH]3)n2C)c(C)c1	i	-0.5	-2	-4	-12	-4	-3	2	-2
COc1c(O)cnn(-c2ccccc2)c1=O	i	0.7	0	-7	-2	5	-2	-1	-7
Cc1cccc2cc(CN(Cc3cccnc3)C(=O)c3ccccc3F)c(Cl)nc12	i	-0.3	1	-3	4	-16	1	-4	2
O=c1c(-c2ccc3c(c2)OCCO3)coc2cc(OC3OC(CO)C(O)C(O)C3O)ccc12 (centres undefined)	i	-0.3	6	-4	5	-1	-3	5	-4
CC1=C(C)/C(=N\OC(=O)/C=C/c2ccccc2)C=CC1=O	i	-0.7	6	-1	4	3	0	-4	11
Cc1c(NC(=O)CSCc2ccccc2)cccc1C(=O)O	i	-0.3	0	-2	7	-3	0	1	-3
CC(C)(C)N(Cc1ccccc1)C(=O)COC(=O)c1ccccc1SCC(=O)N1CCCC1	i	-0.8	0	-1	-20	-1	4	-1	7

Structure	Rpn11 inh	MsrA inh	CSN inh	bovine MsrA act	PABP1 MLLE inh	eLon inh	Rin1 Abl inh	MT1-MMP act inh	FAS-TE inh
CN(C)c1cccc(NC(=O)C2Cc3c(-c4ccccc4Oc4ccccc4)ccnc3O2)c1 (centres undefined)	i	1.1	-2	-10	2	-3	-3	1	20
CCCCCCCNC(=O)c1ccc(N2CCC3(CC2)OCCO3)c([N+](=O)[O-])c1	i	-0.1	0	0	19	-4	-2	-2	20
CCOc1cc(CNC(C)C)c(Cl)cc1OCC(=O)NCCc1ccccc1	i	-0.4	-3	-1	-6	9	0	1	-4
CC1CC(C)CN(C(=O)CNC(=O)c2ccc3ccccc3c2)C1 (centres undefined)	i	0.4	3	-2	-7	-11	1	-4	-1
Cc1ccc(C)c(NC(=O)Cn2nnc(-c3ccc(N4CCOCC4)cc3)n2)c1	i	-0.1	3	-3	18	-1	0	7	-6
O=C(CN1CCCCC1)NNC(=O)c1ccc([N+](=O)[O-])cc1	i	3.0	0	-3	7	-2	5	-2	-3
CC(C)C(=O)N1CCN(c2ccc(NC(=O)c3ccc(Br)o3)cc2)CC1	i	0.1	2	-6	7	-6	-1	6	-7
CCN(CC)CCOC(=O)c1ccc(NC(=O)COc2cc(=O)n(CC)c3ccccc23)cc1	i	-0.9	-2	-8	5	1	0	0	0

Structure	Rpn11 inh	MsrA inh	CSN inh	bovine MsrA act	PABP1 MLLE inh	eLon inh	Rin1 Abl inh	MT1-MMP act inh	FAS-TE inh
COc1ccc(-c2cc3nc(NCCN4CCCC4)n(C)c(=O)c3s2)cc1OC	i	0.0	1	-1	-26	-12	-6	9	-6
Cc1n[nH]c(C)c1CCNCc1ccc(OCC(O)CN2CCCCC2)cc1 (centres undefined)	i	-0.7	3	-4	0	1	2	1	-7
COc1ccc(Cl)cc1-n1c(C)cc(C=O)c1C	i	-0.8	-3	-4	9	-8	3	-6	-2
O=C(CCCSc1nc2ccccc2s1)NCc1ccc2c(c1)OCO2	i	-0.8	-5	-3	-2	-1	-1	0	17
Cc1c(C(=O)N2CCOCC2)oc2ccc(S(=O)(=O)N3CCCCCC3)cc12	i	0.5	-2	-2	-3	-5	-1	-3	-5
COc1cc(/C=C2\SC(=O)N(CC(=O)Nc3ccccc3F)C2=O)cc(Cl)c1O	i	1.2	11	-6	-56	-113	2	-177	-6
COC(=O)c1ccc(C2C(Oc3ccc(OC)cc3)C(=O)N2CCc2ccc(F)cc2)cc1 (centres undefined)	i	-0.1	-5	-2	6	-3	0	4	17
O=C(COC(=O)c1ccc(F)cc1)NCCCc1ccccc1	i	0.3	2	-5	-5	-9	1	0	2

Structure	Rpn11 inh	MsrA inh	CSN inh	bovine MsrA act	PABP1 MLLE inh	eLon inh	Rin1 Abl inh	MT1-MMP act inh	FAS-TE inh
CCOC(=O)C(NC(=O)CC(C)C)(Nc1sc(C)c(CC)c1C#N)C(F)(F)F (centres undefined)	i	0.2	3	-3	-7	-7	0	-11	14
C=CCOC(=O)C1=C(C)NC(=O)NC1c1ccc(N(C)C)cc1 (centres undefined)	i	-2.0	1	-3	1	4	-2	2	-4
COc1ccc(/C=C/C(=O)OCC(=O)NC2CCS(=O)(=O)C2)cc1 (centres undefined)	i	3.3	1	-9	4	3	-3	-1	-3
O=C(C(c1ccccc1)N1CCOCC1)N1CCOCC1 (centres undefined)	i	0.1	-3	-4	2	-7	-3	0	-4
Cc1ccc(Nc2cccc(C(F)(F)F)c2)nn1	i	-0.5	9	-3	6	-2	2	1	2
CC1(C)Oc2ccc(C(=O)NC3CCCC3)cc2N(CC(=O)NC2CCCCC2)C1=O	i	2.3	-3	-7	-4	-9	0	1	-14
Cc1ccc(C(=O)NCC(=O)NCc2ccccc2F)s1	i	-0.8	-1	-3	-3	-7	3	4	-3
O=C(Oc1ccccc1Cl)c1ccc(N2CCOCC2)c([N+](=O)[O-])c1	i	-0.1	5	-2	-1	2	2	7	28

Shown with values under each structure: two of the compounds above.
Every second line gives: Rpn11 inh	MsrA inh	CSN inh	bovine MsrA act	PABP1 MLLE inh	eLon inh	Rin1 Abl inh	MT1-MMP act inh	FAS-TE inh
> CC1(C)Oc2ccc(C(=O)NC3CCCC3)cc2N(CC(=O)NC2CCCCC2)C1=O
 : i	2.3	-3	-7	-4	-9	0	1	-14
> Cc1ccc(C(=O)NCC(=O)NCc2ccccc2F)s1
 : i	-0.8	-1	-3	-3	-7	3	4	-3

Next section:
Structure	Rpn11 inh	MsrA inh	CSN inh	bovine MsrA act	PABP1 MLLE inh	eLon inh	Rin1 Abl inh	MT1-MMP act inh	FAS-TE inh
COCCOC(=O)c1c(NC(=O)CN2CCc3ccccc32)sc(C(N)=O)c1C	i	2.1	-3	-5	-7	0	-8	-1	0
O=C1C(Cl)=C(N2CCCCCC2)C(=O)N1c1ccc(Cl)cc1	i	2.6	-1	-2	-8	-12	1	0	17
COc1cc(/C=N/NC(N)=O)ccc1OCC(=O)Nc1ccc(C)c(C)c1	i	-0.3	19	-12	0	5	1	4	-8
COc1cc(CCC(=O)NCCc2ccc(F)cc2)cc(OC)c1OC	i	0.3	6	-7	7	6	-1	1	-3
C=CCN(C(=O)c1ccccn1)C(C(=O)NCc1ccccc1)c1ccccc1F (centres undefined)	i	-0.4	-6	-7	10	13	3	-3	-8
COc1ccc(CNC(=O)COC(=O)/C=C/c2ccc(Cl)cc2)cc1	i	1.5	-8	1	-19	-5	-1	-3	-4
Cc1ccc(-c2nc(N)n(S(=O)(=O)c3ccc(C)cc3)n2)cc1	i	0.7	1	-2	-12	-5	-2	0	1
Cc1ccc(C(=O)CSc2nnnn2C(C)C)c(C)c1	i	0.1	3	-1	-10	5	-2	1	-4

Structure	Rpn11 inh	MsrA inh	CSN inh	bovine MsrA act	PABP1 MLLE inh	eLon inh	Rin1 Abl inh	MT1-MMP act inh	FAS-TE inh
O=C(Cn1c2ccccc2c(=O)c2ccccc21)N/N=C/c1cc([N+](=O)[O-])ccc1N1CCCCC1	+	-1.2	3	-1	-50	-6	4	2	50
COc1cc(NC(=O)C2CCCCC2)c(OC)cc1NC(=O)CN1CCCCC1	i	0.6	-5	1	0	-7	4	7	9
COc1ccc(NC(=O)N(C)C[C@H]2Oc3c(NS(=O)(=O)c4ccc(OC)cc4)cccc3C(=O)N([C@H](C)CO)C[C@@H]2C)cc1	i	-1.1	1	-7	1	4	3	1	-5
Cc1ccc2c(c1)N(CC(=O)N(Cc1ccccn1)Cc1ccco1)C(=O)C(C(C)C)O2 (centres undefined)	i	-1.1	-2	-2	-10	13	1	2	9
FC(F)Oc1ccc(NC(=S)Nn2cnnc2)cc1	i	-0.3	6	1	34	-5	0	-2	-10
COc1ccccc1C(c1nnnn1CC1CCCO1)N1CCC(C(N)=O)CC1 (centres undefined)	i	1.5	2	-1	-1	-5	1	0	-2
CCOC(=O)C1C(=O)C=C(Nc2ccccc2F)CC1c1ccccc1 (centres undefined)	i	0.0	-6	-3	12	-4	-2	-7	-4
Cc1ccc(-c2nc3ccc(Cl)cn3c2Cc2ccccc2C(F)(F)F)cc1	i	1.1	-1	-8	12	-11	-3	-3	21

Structure	Rpn11 inh	MsrA inh	CSN inh	bovine MsrA act	PABP1 MLLE inh	eLon inh	Rin1 Abl inh	MT1-MMP act inh	FAS-TE inh
CC1=Nc2ccc(C)cc2N(Cc2ccccc2)C(=O)C1	i	3.0	2	0	-7	2	2	-1	-3
CSCCC(NS(=O)(=O)c1ccc(Br)cc1)C(=O)OCC(=O)NC1CC1 (centres undefined)	i	-0.6	14	-2	8	-15	1	-2	-3
Cc1ccccc1S(=O)(=O)NC(=O)C1(C)CCN1C(=O)C1(c2ccccc2)CCCC1 (centres undefined)	i	-0.9	5	-4	-1	-4	1	-3	-2
Cc1cccn2cc(-c3cc4ccccc4oc3=O)nc12	i	0.9	-9	-4	-5	-1	1	1	-2
COc1ccccc1N1C(=O)CC(N2CCN(c3ccc([N+](=O)[O-])cc3)CC2)C1=O (centres undefined)	i	0.5	4	-4	-2	3	0	3	2
CCCC(=O)Nc1nnc(S(=O)(=O)N2CCCC2)s1	i	0.1	1	1	-45	1	2	-2	-9
CC(C)c1ccc(NC(=O)c2sccc2-n2cccc2)cc1	i	-0.5	1	-2	4	1	3	-4	39
CCOc1ccc(NC(=O)CCc2c(C)nn(-c3ccc(N4CCCCC4)nn3)c2C)cc1	i	-1.0	-6	3	8	3	0	0	3

Structure	Rpn11 inh	MsrA inh	CSN inh	bovine MsrA act	PABP1 MLLE inh	eLon inh	Rin1 Abl inh	MT1-MMP act inh	FAS-TE inh
O=C(CSc1ccccn1)N1CCOCC1	i	0.2	-1	-2	10	-8	0	7	-13
O=C(c1ccc(CS(=O)(=O)c2c(Cl)cccc2Cl)o1)N1CCN(c2ccccn2)CC1	i	0.6	-4	-1	-1	1	-5	-2	0
Nc1ncnc(Oc2cccc(C(F)(F)F)c2)c1[N+](=O)[O-]	i	1.8	-1	-2	1	-3	-3	0	-2
O=S(=O)(/C=C/c1ccccc1)Nc1cccc(S(=O)(=O)NC2=NCCC2)c1	i	1.1	-4	-1	-16	-2	2	-1	-2
Nc1ccc(C(=O)Nc2ccc(NC(=O)c3ccco3)c(O)c2)cc1	i	2.6	5	-3	-6	-3	-1	1	-6
C/C(=N\OCC(=O)OCC(=O)Nc1cc(S(C)(=O)=O)ccc1Cl)c1ccc2c(c1)OCO2	i	-1.3	-3	-1	22	-5	0	0	0
CCOC(=O)c1cc(CNC(=O)c2c(C)oc3c2CCCC3)c(C)o1	i	0.6	3	-11	-10	-9	0	1	-1
